# PKA-R2B act = activators of PKA-R2B holoenzyme, primary screen, biochemical, fluorescence polarization, Cy5-IP20, human; PKA-R2B holoenzyme dissociation; R2B truncated from residue 108, S112A mutant; 0% DMSO only, 100% 113 µM cGMP; activation, % at 11.4 µM; 340,000 tested, 0.079% active; AID 504700, 2011;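 active means activation above a cutoff set at the mean over all compounds plus 3 SD, cut at about 18% in these data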;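 further: higher means more holoenzyme dissociation and a rise in polarization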
# Target sequence (P31323 whole entry, looked up, other chains not shown, the tested form may be a part): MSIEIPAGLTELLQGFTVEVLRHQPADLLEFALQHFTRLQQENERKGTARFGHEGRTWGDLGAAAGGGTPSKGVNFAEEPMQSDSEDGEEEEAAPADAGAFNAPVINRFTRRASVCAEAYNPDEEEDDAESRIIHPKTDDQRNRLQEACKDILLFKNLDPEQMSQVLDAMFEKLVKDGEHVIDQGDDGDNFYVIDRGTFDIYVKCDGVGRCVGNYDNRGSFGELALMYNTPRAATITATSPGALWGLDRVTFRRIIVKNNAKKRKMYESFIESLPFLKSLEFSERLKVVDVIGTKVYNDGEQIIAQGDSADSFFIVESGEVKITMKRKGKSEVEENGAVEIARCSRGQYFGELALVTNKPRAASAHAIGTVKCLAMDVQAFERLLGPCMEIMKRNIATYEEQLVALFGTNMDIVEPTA
# NSD2 inh = NSD2 histone methyltransferase inhibitors, primary screen, biochemical, AlphaScreen, single concentration, set 2; 310,000 tested, 0.54% active; NSD2 peptide methylation, 120 min; inhibition, % at 12.5 µM; Histone-lysine N-methyltransferase NSD2 (Homo sapiens), O96028; in the data active means inhibition above about 50%
# SR-BI HDL uptake = inhibitors of SR-BI mediated HDL lipid uptake, primary screen, ldlA[mSR-BI] cells, fluorescence, single point; AID 488896, 2010; inhibition, % at 12.5 µM; ldlA[mSR-BI] CHO cells, DiI-HDL uptake fluorescence, 3 h; 320,000 tested, 0.96% active;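 active means mean replicate inhibition of at least 70% and a set share of replicates each scoring 70 or more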;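 further: 0% = median of neutral control wells and 100% = median of positive control wells; values of inactives mirror those of a sister screen read the other way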
# Target sequence (Q61009 whole entry, looked up): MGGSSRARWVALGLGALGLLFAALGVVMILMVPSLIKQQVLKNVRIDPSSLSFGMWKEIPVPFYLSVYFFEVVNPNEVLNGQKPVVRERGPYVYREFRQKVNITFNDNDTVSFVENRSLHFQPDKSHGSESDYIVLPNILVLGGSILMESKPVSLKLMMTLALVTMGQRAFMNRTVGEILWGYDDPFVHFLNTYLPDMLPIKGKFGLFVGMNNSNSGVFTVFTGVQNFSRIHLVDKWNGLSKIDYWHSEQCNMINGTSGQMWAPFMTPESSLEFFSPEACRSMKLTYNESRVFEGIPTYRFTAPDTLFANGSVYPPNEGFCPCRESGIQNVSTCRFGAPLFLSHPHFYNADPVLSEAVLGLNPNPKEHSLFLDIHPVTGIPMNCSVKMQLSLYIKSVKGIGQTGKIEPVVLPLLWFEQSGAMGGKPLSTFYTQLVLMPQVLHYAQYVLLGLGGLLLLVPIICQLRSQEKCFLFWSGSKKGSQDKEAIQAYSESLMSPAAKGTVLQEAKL
# MITF act = activators of MITF-driven TRPM1 promoter reporter, primary screen, cell-based, SK-MEL-5, luciferase, single point; SK-MEL-5 TRPM1-promoter luciferase, 24 h; % of positive control, neutral wells = 0; 300,000 tested, 0.75% active; activation, % at 12.5 µM;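 active means mean activation of at least 80% with every replicate also reaching 80%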;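 further: 0% = neutral control wells and 100% = parthenolide positive control wells; values of inactives mirror those of a sister screen read the other way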
# SR-BI uptake up = activators of SR-BI mediated DiI-HDL uptake, primary screen, ldlA[mSR-BI] CHO cells, DiI fluorescence; activation, % at 12.5 µM; AID 504775, 2011; 320,000 tested, 0.096% active; 3 h; 100 = double the neutral-control signal;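 active means mean replicate activation of at least 60% and every replicate at or above 60%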;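 further: 0% = median plate neutral-control signal and 100% = twice that signal; values of inactives mirror those of a sister screen read the other way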
#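 Assay system: LDL receptor-deficient CHO ldlA cells overexpressing murine SR-BI / Medium: BSA-supplemented, HEPES-buffered Ham's F12, pH 7.4 / Probe or stimulus: DiI-labelled HDL at 10 µg/mL final / Timing: compound with DiI-HDL co-incubation, 3 h at 37 °C / Technique: bottom-read cell fluorescence after medium removal, ex 550/em 595 nm / Measure: HDL uptake via cellular fluorescence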
# dFosB act = activators of delta FosB homodimer, primary screen, biochemical, fluorescence polarization, TAMRA-CDK5 oligo, single point; Protein FosB (Mus musculus), P13346; purified delta FosB; percent of positive-control signal above neutral wells; activation, % at 25 µM; 340,000 tested, 0.99% active; AID 493131, 2011;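 active means mean activation above about 17%, with every replicate also reaching it, limit read from the data, passing the limit was not always enough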;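 further: fluorescence polarization rise as delta FosB binds a TAMRA Cdk5 AP-1 oligo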
# Pemphigus Ab inh = inhibitors of pemphigus antibody binding to DSG3, primary screen, biochemical, bead-based, flow cytometry, scFv-GFP. binding (percent of control), % at 10 µM. DSG3-coupled beads, scFv-anti-DSG3-GFP binding; hits give low values. 310,000 tested, 0.48% active. Desmoglein-3 (Homo sapiens), P32926;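 active means binding more than 3 SD below its plate's average and above zero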;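 further: hits lower antibody fragment binding to DSG3; some compounds called inactive have numbers as strong as hits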
# CDK5 p35 inh = inhibitors of human CDK5/p35 kinase, primary screen, biochemical, single concentration; Recombinant CDK5/p35, ADP-Glo luminescence, 60 min; inhibition, % at 10 µM; 330,000 tested, 0.01% active; AID 488839, 2010;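 active means highest replicate inhibition of at least 50% and at least 75% of replicates reaching 50%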;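 further: plate controls were DMSO neutral control for no effect and GW8510 at 10 µM for full effect; many of its hits are not listed in these tables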
# Arrestin-AP2 inh = inhibitors of beta-arrestin/AP2 binding, primary screen, biochemical, GPCR trafficking, flow cytometry | AID 504490, 2011 | inhibition, % at 10 µM | FITC-arrestin peptide / GST-AP2 beads; AP2 beta2 appendage carries R879A mutation | beta-arrestin 1 C-terminal peptide binding to AP2 beta2-adaptin appendage (human) | 340,000 tested, 0.31% active;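 active means inhibition above a set limit, near 3 SD of compounds lacking own fluorescence, cut at about 54% in these data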;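 further: plate controls were DMSO wells for no effect and 5 µM unlabelled arrestin peptide for full effect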
#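 System: GST-AP2 R879A bound to glutathione beads, E. coli-expressed. Also added: 50 nM FITC-arrestin peptide. Schedule: compound with beads 12 min RT, then probe 1 h RT. Signal: bead flow cytometry, FITC channel. Read-out basis: percent response.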
# Mot1-301 SUMO = yeast Mot1-301 growth rescue at high temperature, primary screen, SUMOylation pathway inhibitor project, S. cerevisiae, ATP luminescence, 38.5C; S. cerevisiae Mot1-301 growth rescue; percent above DMSO median, 100 means doubled; 320,000 tested, 1% active; growth rescue, % at 18.8 µM;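 active means every valid replicate shows activation above 250% relative to neutral control wells; inactive means the rest, any valid replicate at or below 250%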;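 further: OY570 slx delta 5 strain wells were the positive control but not used for scaling; some compounds called inactive have numbers as strong as hits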
# PKA-R1A act = activators of PKA-R1A holoenzyme, primary screen, biochemical, fluorescence polarization, Cy5-IP20, bovine R1A, mouse PKAc. 340,000 tested, 0.083% active. activation, % at 11.4 µM. AID 504707, 2011. cAMP-dependent protein kinase type I-alpha regulatory subunit (Bos taurus) + …. PKA-R1A dissociation; scaled: DMSO 0%, 113 µM cGMP 100%;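 active means percent activation above the mean of all tested compounds plus 3 SD, cut at about 19% in these data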;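 further: higher means more PKAc released from R1A so a rise in polarization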
# Numbers without * were called inactive; . = not tested or not shown.
SMILES,PKA-R2B act,NSD2 inh,SR-BI HDL uptake,MITF act,SR-BI uptake up,dFosB act,Pemphigus Ab inh,CDK5 p35 inh,Arrestin-AP2 inh,Mot1-301 SUMO,PKA-R1A act
COC(=O)c1ccc(C2C(C(=O)c3cc4ccccc4o3)=C(O)C(=O)N2CCN2CCOCC2)cc1 (centres undefined),1,1,-12,-6,12,-5,102,0.3,-12,3,2
CCN(CC)CCN1C(=O)c2oc3ccccc3c(=O)c2C1c1ccc(F)cc1 (centres undefined),-5,6,-18,-5,18,-13,100,-0.2,-2,-27,-8
Cn1cccc1C(=O)NNC(=O)COc1ccccc1F,-7,-4,2,55,-2,-2,105,-0.8,5,56,0
CCC(=O)NCc1ccc(-c2nc3ncccc3o2)cc1,-5,0,-7,9,7,-7,96,0.9,7,0,9
COc1cccc(-c2ccc(NC(=O)C3CCCN(Cc4cc(C)[nH]n4)C3)cc2)c1 (centres undefined),1,0,-1,12,1,-9,.,-0.3,34,8,4
C=CCN1C(=O)/C(=C\c2ccco2)C(C(=O)OC)=C1C,-10,6,-44,4,44,-3,.,0.3,-2,-8,7
Cc1cccc(OCC(=O)NNC(=O)c2cccs2)c1,4,-1,14,-1,-14,8,102,-0.4,8,-10,0
COc1ccc(C2CC(c3ccccc3Br)=NN2c2ccc(S(N)(=O)=O)cc2)cc1 (centres undefined),-8,.,.,4,.,-8,101,1.9,7,.,-7
Cc1cccc(CC(C)NC(=O)c2oc3c(F)cccc3c2C)n1 (centres undefined),8,-2,30,.,-30,1,116,0.3,1,-7,-2
CCOc1ccc(NC(=O)Nc2cc(OCC(F)(F)F)cc(OCC(F)(F)F)c2)cc1,1,-2,75*,-21,-75,-6,81,-0.1,16,140,-5
COc1cc(/C=C/C(=O)OCC(=O)Nc2ccc(C)cc2[N+](=O)[O-])ccc1O,-6,-1,36,10,-36,-3,97,-0.2,8,-2,2
O=C(c1cccs1)N1CCN(Cc2nc3ccccc3c(=O)[nH]2)CC1,-6,0,-26,-1,26,4,98,0.1,0,-7,-5
CCOC(=O)CC(NC(=O)c1cccc2c1C(=O)N(Cc1cccnc1)C2)c1ccc(OC(C)C)cc1 (centres undefined),-3,-1,-8,0,8,-8,96,0.3,37,5,-2
CCOc1ccc(N/C=C/C(=O)c2cc(OC)c(OC)c(OC)c2)cc1,4,2,79*,-3,-79,-13,100,0.6,14,11,1
O=C(Cc1ccc(Cl)cc1)N/N=C/c1ccccc1,7,0,-11,14,11,-1,97,-1.0,17,159,-6
O=C1/C(=C\c2ccco2)CCC/C1=C\c1ccco1,-5,22,19,44,-19,5,151,0.4,28,-19,4
FC(F)(F)c1cccc(Cc2noc(CN3CCCC3)n2)c1,-3,1,16,1,-16,4,97,-0.5,2,6,0
C=CCn1c(CCNC(=O)c2ccco2)nc2ccccc21,-4,0,.,-6,.,-2,.,2.0,-2,-3,-1
CN(CC(=O)Nc1ccc(Cl)cc1)C(=O)CNC(=O)c1ccc2c(c1)OCO2,-17,.,13,6,-13,-7,107,1.2,-13,9,-8
C/C(=N\NC(=O)COc1ccc(C(C)(C)C)cc1)c1cc2ccccc2o1,-11,-3,19,56,-19,-15,90,0.2,5,8,0
O=C1c2ccccc2C(=O)N1CC(O)COCc1ccccc1 (centres undefined),-13,.,-5,11,5,-5,87,3.9,-49,2,-8
COc1ccccc1N(Cc1ccccc1)S(=O)(=O)c1cccc(C(=O)Nc2cccc(C)n2)c1,-13,-1,16,-10,-16,-4,109,1.8,-15,-9,-5
O=C(Nc1ccccc1)c1ccc(Br)c(S(=O)(=O)Nc2cccnc2)c1,1,3,-22,2,22,6,104,3.8,-4,4,-7
CCCCCCCC(=O)O,3,.,-11,5,11,3,105,-4.7,-5,.,-10
CC1(C)Cc2cccc(OCC(=O)Nc3nccs3)c2O1,4,2,17,2,-17,3,.,3.5,-3,-5,-1
CCOC(=O)COc1ccc2c(C#N)c3ccccn3c2c1,8,31,-8,13,8,-3,100,0.7,56*,.,-14
COc1cccc(-c2ccc(C#N)c(SCC(=O)NCc3ccco3)n2)c1,6,-1,15,2,-15,0,98,0.3,12,-4,-6
CCN(CC)CCC(=O)N1c2ccccc2CCc2ccc(NC(=O)OC)cc21,10,12,-12,.,12,-9,100,0.0,4,5,-3
CC(C)c1nc(N2CCN(C(=O)c3ccccc3)CC2)c(C#N)c2c1COC(C)(C)C2,-2,12,9,-4,-9,-4,.,1.4,26,5,8
NS(=O)(=O)c1ccc(NC(=S)Nc2ccn(Cc3cccc4ccccc34)n2)cc1,-1,4,65,-27,-65,6,123,1.8,-3,4,-5
CCOc1ccc(-n2ccc(=O)c(C(=O)O)n2)cc1,-5,-1,1,-10,-1,4,103,0.6,45,-2,-6
COc1ccc(C(=O)NNC(=O)c2ccc3ccccc3c2O)cc1,9,1,75*,-4,-75,11,94,0.4,-1,214,-3
O=[N+]([O-])C1=CC=C2C(=NC3(CCCCC3)N2O)C1=NC1CCCCC1,2,16,38,-3,-38,-10,93,0.2,12,10,6
O=C(Cc1ccccc1)O/N=C1\CCCc2ccccc21,-6,-6,-13,-10,13,-1,104,2.1,31,-10,1
CCOP(=O)(c1ccc(N(C)C)cc1)C(O)c1ccccc1F (centres undefined),-10,5,-7,-5,7,-7,110,0.0,-10,-5,2
O=C(NC1CC1)C1=C[C@H](c2ccc(C(F)(F)F)cc2)C[C@H](OCc2ccc(CO)cc2)O1,-6,.,6,23,-6,0,112,1.7,3,3,-5
CCc1ccc(C2=NN(C(=O)CCC(=O)O)C(c3cccs3)C2)cc1 (centres undefined),0,0,-12,.,12,4,92,2.1,41,79,-4
COc1ccc(S(=O)(=O)N2CCOCC2)cc1NC(=O)COC(=O)C1=COCCO1,-2,6,.,-1,.,-6,93,-2.1,-16,1,-3
CC(=O)c1ccc(S(=O)(=O)N2CCc3ccccc3C2)cc1,8,-4,13,-4,-13,0,98,-1.0,28,-7,8
OCCNCC1(O)C2CC3CC(C2)CC1C3 (centres undefined),1,0,5,.,-5,6,.,0.8,2,-1,0

# Whole records from above. Order of values: PKA-R2B act	NSD2 inh	SR-BI HDL uptake	MITF act	SR-BI uptake up	dFosB act	Pemphigus Ab inh	CDK5 p35 inh	Arrestin-AP2 inh	Mot1-301 SUMO	PKA-R1A act
# NS(=O)(=O)c1ccc(NC(=S)Nc2ccn(Cc3cccc4ccccc34)n2)cc1 reads -1	4	65	-27	-65	6	123	1.8	-3	4	-5
# CC(=O)c1ccc(S(=O)(=O)N2CCc3ccccc3C2)cc1 reads 8	-4	13	-4	-13	0	98	-1.0	28	-7	8
# O=C(c1cccs1)N1CCN(Cc2nc3ccccc3c(=O)[nH]2)CC1 reads -6	0	-26	-1	26	4	98	0.1	0	-7	-5

# Remaining list, next part:
SMILES,PKA-R2B act,NSD2 inh,SR-BI HDL uptake,MITF act,SR-BI uptake up,dFosB act,Pemphigus Ab inh,CDK5 p35 inh,Arrestin-AP2 inh,Mot1-301 SUMO,PKA-R1A act
Cc1cc(C(=O)NNC(=O)CCN2CCN(c3ccccc3)CC2)c2ccccc2n1,-4,0,-2,0,2,-6,101,0.5,4,323,-16
COc1ccc(CNC(=O)CN2C(=O)COc3ccc(S(=O)(=O)N4CCOCC4)cc32)cc1,-3,0,-3,21,3,1,95,2.2,-3,151,-14
Cc1ccc(Cl)cc1NC(=O)c1ocnc1C,-13,2,4,-5,-4,-4,99,-2.1,2,14,1
Cc1ccc2cc(CN(Cc3nnnn3Cc3ccco3)CC3CCCO3)c(=O)[nH]c2c1C (centres undefined),-7,8,15,12,-15,-7,99,-0.7,13,-3,-2
Nc1ccc(-c2c3ccc(=O)cc-3oc3cc(O)ccc23)cc1C(=O)O,-3,30,-11,-2,11,-1,100,0.4,-22,31,-7
CCOc1cc(C(=O)Nc2ccc(S(=O)(=O)N3CCCCC3)cc2)ccc1OCC(=O)N1CCOCC1,-4,-1,23,-9,-23,-9,122,-2.9,-7,7,1
CCCSc1cc(N2CCN(C)CC2)nc(-c2ccc(OC)cc2)n1,-8,9,17,1,-17,-4,104,1.4,-8,.,-5
CSc1sc(-c2ccnc(SCCS(C)(=O)=O)n2)c(-c2ccccc2)c1C#N,12,-2,51,.,-51,-9,.,-0.9,-5,10,14
COc1ccc(NC(=O)COC(=O)Cc2ccc(-c3ccccc3)cc2)c(OC)c1,-10,-1,6,-3,-6,3,99,-0.4,4,9,-6
CCOc1ccc(NC(=O)C2CCN(C(=O)NCc3ccccc3)CC2)cc1,0,0,4,-10,-4,2,94,0.1,-3,1,-1
CC(C(=O)N1CCC(C(N)=O)CC1)N(c1ccc(Oc2ccccc2)cc1)S(C)(=O)=O (centres undefined),4,-1,-52,-7,52,-2,99,0.1,5,-9,9
CN(C(=O)COC(=O)c1ccccc1Nc1ccccc1)c1c(N)n(Cc2ccccc2)c(=O)[nH]c1=O,-9,2,72*,-6,-72,-9,100,-7.2,2,-9,-5
CCN(CC)S(=O)(=O)c1cccc(C(=O)Nc2ccccc2C(=O)N2CCOCC2)c1,3,2,-37,3,37,-5,104,-0.5,-1,.,-1
Cc1cc(NC(=O)COC(=O)[C@H](Cc2ccccc2)NC(=O)c2ccco2)no1,-8,-32,-20,-6,20,-2,.,-1.1,7,.,2
CCN(CC)c1ccc(S(=O)(=O)N2CCOCC2)cc1NC(=O)CSc1ccccc1,2,-3,4,-1,-4,-5,100,0.8,-9,-15,3
O=C(N/N=C/c1ccc(O)cc1)c1ccncc1,7,0,-4,4,4,-3,97,-0.3,20,-2,-1
